MIN6 prolif – inducers of MIN6 beta-cell proliferation, primary screen, ATP luminescence, uHTS; MIN6 cells proliferation, ATPlite luminescence, 48 h; cells starved in 0.2% serum; 100% = growth in 10% serum; proliferation, % at 10 µM; 0.29% of 330,000 active;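 active = compounds whose signal lies at least 3.5 SD above the mean of all wells on their plate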;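 note: 0% = DMSO-treated cells in low-serum medium and 100% = 10% serum control; some compounds called inactive have numbers as strong as hits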
SENP8 block-1 – human SENP8 protease inhibitors, primary screen, biochemical, fluorescence, Nedd8 protein substrate, uHTS | Sentrin-specific protease 8 (Homo sapiens), Q96LD8 | 0.64% of 360,000 active | recombinant SENP8 | inhibition, % at 20 µM | AID 602440, 2012; in the data active = inhibition mostly above about 40%, no sharp cut-off; inactive = mostly below about 27%
Target sequence (Q96LD8 whole entry, looked up): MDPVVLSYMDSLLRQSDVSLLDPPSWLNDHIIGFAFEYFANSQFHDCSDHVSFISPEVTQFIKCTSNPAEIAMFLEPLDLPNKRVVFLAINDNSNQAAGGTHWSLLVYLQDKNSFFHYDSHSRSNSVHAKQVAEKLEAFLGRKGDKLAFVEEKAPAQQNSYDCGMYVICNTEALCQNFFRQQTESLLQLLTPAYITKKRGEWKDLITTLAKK
SENP8 block-2 – SENP8 protease inhibitors, primary screen, biochemical, luminescence. Sentrin-specific protease 8 (Homo sapiens), Q96LD8. purified SENP8, Z-RLRGG-aminoluciferin cleavage. inhibition, % at 10 µM. 1.2% of 330,000 active. AID 2540, 2010; in the data active = inhibition above about 50%
HKDC1 inhibitor – HKDC1 hexokinase inhibitors, primary screen, biochemical, fluorescence, uHTS. inhibition, % at 20 µM. 0.16% of 340,000 active. recombinant HKDC1, G6PDH/diaphorase resazurin coupled fluorescence. AID 493160, 2011;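 active = inhibition above about 35% when tested at 20 µM, limit read from the data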;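 note: plate controls were DMSO wells with enzyme for no effect and DMSO wells lacking enzyme for full effect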
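Assay system: recombinant HKDC1 hexokinase; detection: coupled resazurin fluorescence, excitation 525 nm, emission 613 nm; benchmarks: DMSO-plus-enzyme-mix negative control, buffer-substituted positive control; compound dosing: single 20 µM dose; schedule: 90 min at room temperature in dark; also added: glucose plus 1 mM ATP as hexokinase substrates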
UBC13 polyUb – UBC13 polyubiquitin chain formation inhibitors, primary screen, biochemical, TR-FRET, uHTS | Ubiquitin-conjugating enzyme E2 N (Homo sapiens), P61088 | inhibition, % at 20 µM | 0.47% of 330,000 active | AID 485273, 2010; in the data active = inhibition above about 45%, passing the limit was not always enough
Target sequence (P61088 whole entry, looked up): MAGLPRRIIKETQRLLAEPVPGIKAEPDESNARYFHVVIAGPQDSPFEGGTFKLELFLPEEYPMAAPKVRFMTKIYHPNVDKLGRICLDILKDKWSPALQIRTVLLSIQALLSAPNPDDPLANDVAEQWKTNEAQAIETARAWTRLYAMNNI
SENP1 inh – human SENP1 catalytic domain inhibitors, primary screen, biochemical, FRET, uHTS. inhibition, % at 10 µM. 0.21% of 360,000 active. AID 624204, 2012. recombinant SENP1 catalytic domain, CyPet-SUMO1-YPet FRET cleavage. Sentrin-specific protease 1 (Homo sapiens), Q9P0U3;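 active = inhibition at least 30% at 10 µM, raw YFP signal under a set limit, fluorescence ratio 0.5 to 1.5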;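 note: 0% = enzyme with DMSO and 100% = no enzyme wells; some results filed as inactive read as strong as hits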
Target sequence (Q9P0U3 419-644 limits assumed): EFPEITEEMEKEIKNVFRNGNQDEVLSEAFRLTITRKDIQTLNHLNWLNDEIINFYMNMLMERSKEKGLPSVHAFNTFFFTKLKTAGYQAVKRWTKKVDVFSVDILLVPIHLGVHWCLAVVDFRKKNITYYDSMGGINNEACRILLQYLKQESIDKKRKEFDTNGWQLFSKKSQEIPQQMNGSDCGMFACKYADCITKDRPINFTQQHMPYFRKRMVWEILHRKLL
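Test system: human SENP1 catalytic domain; medium: Tris pH 8 buffer plus EDTA, NaCl, BME, BSA, NP40, catalase; incubation: 50 min reaction at room temperature; technique: FRET, CFP and YFP emission; controls: no-enzyme low control and enzyme-plus-DMSO high control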
SENP6 block – SENP6 protease inhibitors, primary screen, biochemical, luminescence, uHTS. Sentrin-specific protease 6 (Homo sapiens), Q9GZR1. Recombinant SENP6 catalytic domain, aminoluciferin luminescence. inhibition, % at 10 µM. 1.8% of 330,000 active;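 active = inhibition above about 50% at the single tested dose, limit read from the data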;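 note: plate controls were DMSO wells with enzyme for no effect and DMSO wells lacking enzyme for full effect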
SENP7 inh – SENP7 protease inhibitors, primary screen, biochemical, luminescence, uHTS; Sentrin-specific protease 7 (Homo sapiens), Q9BQF6; recombinant SENP7, Z-RLRGG-aminoluciferin luminescence, 40 min; inhibition, % at 5 µM; 1.5% of 330,000 active;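 active = inhibition above about 50% at the single test dose, limit read from the data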;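 note: plate controls were DMSO with enzyme for no effect and no enzyme buffer wells for full effect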
Target sequence (Q9BQF6 706-1050 limits assumed): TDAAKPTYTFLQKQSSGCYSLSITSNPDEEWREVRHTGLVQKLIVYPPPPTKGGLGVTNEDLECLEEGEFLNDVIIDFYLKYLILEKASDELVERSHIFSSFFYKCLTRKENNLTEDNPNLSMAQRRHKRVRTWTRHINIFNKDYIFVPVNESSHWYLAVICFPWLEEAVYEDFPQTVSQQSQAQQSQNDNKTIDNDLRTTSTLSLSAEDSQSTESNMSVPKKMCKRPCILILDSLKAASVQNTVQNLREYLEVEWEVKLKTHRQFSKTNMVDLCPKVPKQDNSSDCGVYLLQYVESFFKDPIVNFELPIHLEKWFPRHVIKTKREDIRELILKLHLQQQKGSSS
PfGluPho inh – PfG6PD enzyme inhibitors, primary screen, biochemical, fluorescence intensity, uHTS. glucose-6-phosphate dehydrogenase-6-phosphogluconolactonase (Plasmodium falciparum 3D7). PfGluPho enzyme, NADPH resazurin-diaphorase fluorescence. inhibition, % at 20 µM. 0.78% of 350,000 active;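 active = inhibition reaching at least a set limit at 20 µM in the primary screen, cut at about 59% in these data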;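 note: 0% = DMSO wells with substrate and 100% = DMSO wells lacking glucose-6-phosphate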
* marks the source's active call; other numbers are inactive results; i = inactive; x = no result given; & = joins results of further samples.

SMILES | MIN6 prolif | SENP8 block-1 | SENP8 block-2 | HKDC1 inhibitor | UBC13 polyUb | SENP1 inh | SENP6 block | SENP7 inh | PfGluPho inh
c1ccc(C2=Nc3c(ccc4ccccc34)C(c3ccncc3)=NN2)cc1 | -2 | 25 | 8 | -4 | -6 | 2 | -18 | 0 | -2
CN(C(=O)c1cccn(Cc2ccccc2)c1=O)c1ccccc1 | -2 | 12 | 11 | -2 | 0 | 0 | 22 | 6 | 16
Cn1c(N)c(C(=O)COC(=O)COc2cc(Cl)c(Cl)cc2Cl)c(=O)n(C)c1=O | -4 | 9 | 3 | -8 | 7 | 7 | 1 | 6 | 10
Cc1ccc2nc(SCc3nnc(-c4cccs4)o3)[nH]c2c1 | 1 | -2 | 6 | 0 | -2 | 0 | -8 | -3 | 84*
CCN1CCN(CCCN(Cc2cccs2)C(=S)Nc2ccccc2C)CC1 | -2 | 6 | -9 | -1 | 0 | 6 | 2 | 2 | -4
CN1CCN(C(=O)/C(=C/c2ccccc2Cl)NC(=O)c2ccccc2)CC1 | 0 | 13 | 1 | -2 | 3 | 2 | -4 | 6 | -13
COC1(OC)N=C(N)C2(C#N)C(c3ccc4c(c3)OCO4)C12C#N (stereo not drawn) | -2 | -282 | 4 | 2 | 7 | -17 | 2 | -3 | 7
CS(=O)(=O)N1CCC(C(=O)N2CCN(c3ccc(F)cc3)CC2)CC1 | 3 | -30 | 2 | 20 | -4 | 2 | 18 | -4 | 6
CCCCOc1ccc(NC(=O)c2cnc(C)cn2)cc1 | -2 | 21 | -5 | 3 | 2 | 0 | -5 | 8 | 12
O=C(NCCCCc1ccccc1)C1CC(c2cccc(F)c2)=NO1 (stereo not drawn) | -3 | 18 | -2 | -1 | -7 | 1 | 15 | -1 | 15
CC1CN(S(=O)(=O)c2cccc3nsnc23)CC(C)O1 (stereo not drawn) | -1 | 10 | 5 | 10 | -3 | 1 | -9 | -2 | 7
COc1ccc(CC(=S)NCCc2ccccc2)cc1 | 0 | 12 | 3 | -7 | 2 | -3 | -10 | 1 | 54
CCN1C(=O)c2cccc3c(NC(=O)C4CCCCC4)ccc1c23 | 2 | 11 | 0 | 2 | 13 | 40* | -6 | 72* | -17
Cc1ccc(NC(=O)c2cc3ccccc3o2)cc1 | -4 | 4 | 11 | 1 | -10 | -3 | -3 | -2 | 45
CSc1ccccc1NC(=O)COc1ccccc1Cl | -2 | 11 | 8 | 0 | -1 | 3 | 6 | -6 | -24
Cc1cc(C)cc(NC(=O)CSc2nc(=O)n(CCCN3CCOCC3)c3c2CCCC3)c1 | -2 | -2 | 9 | -7 | 0 | 1 | -5 | -4 | -7
CCCn1c(=O)c2ccccc2n2c(SCC(=O)Nc3cc(C)on3)nnc12 | 2 | -2 | -4 | -2 | 7 | -2 | -6 | -2 | 14
COc1cc(NC(=S)N2CCc3ccccc3C2)cc(OC)c1 | 5 | -5 | 1 | -5 | 4 | 1 | -1 | 7 | 7
O=C(Nc1ccc(Oc2ccc3ccccc3c2)cc1)c1ccco1 | -5 | 24 | -3 | 1 | 7 | 0 | 5 | 0 | 15
Cc1nn(Cc2ccc(C(=O)N3CCCC3)o2)c(C)c1[N+](=O)[O-] | 0 | 6 | -11 | -1 | -5 | 2 | -7 | 4 | -7
O=C1C(=O)N(Cc2cccnc2)C(c2ccc(Br)cc2)/C1=C(\O)c1ccc2c(c1)OCCO2 (stereo not drawn) | -3 | -1 | 5 | 8 | -20 | 0 | -7 | 3 | -24
Nc1sc2c(c1C(=O)NC1CC1)CCCC2 | -2 | -212 | 0 | 10 | -12 | -8 | 8 | 16 | 50
Nc1ccc(C(=O)OCC(=O)Nc2ccc3c(c2)OCO3)cc1[N+](=O)[O-] | 4 | 31 | -2 | -4 | -1 | -2 | 6 | 6 | 3
CCC(C)(C)NC(=O)CN(C(=O)CCC(=O)Nc1ccccn1)c1ccc(F)c(Cl)c1 | -1 | 7 | -4 | -4 | -4 | 1 | -9 | 5 | 17
COc1cccc(CN(C)C(=O)c2ccccc2Sc2ccccc2C#N)c1OC | -2 | 6 | -6 | -1 | -3 | 1 | -11 | -11 | 24
O=C(O)Cn1c(-c2ccccc2)nc2ccccc21 | -1 | -56 | 0 | 5 | 3 | 1 | 3 | 4 | -3
O=Cc1ccc(-c2ccc(C(=O)O)cc2)o1 | 2 | -239 | -4 | -9 | -10 | 0 | 1 | -1 | -2
O=C(NC(CC(=O)N1CCN(c2ccccc2)CC1)c1ccccc1)c1ccccc1Cl (stereo not drawn) | -2 | 12 | -8 | 16 | -7 | -1 | -10 | -8 | 8
CCOC(=O)CNS(=O)(=O)c1ccc(C)cc1 | 0 | 13 | -4 | 9 | -2 | -2 | -1 | 5 | -6
O=C(c1ccco1)N1CCN=C1SCc1cccc(F)c1 | -1 | 5 | -14 | 3 | 2 | 2 | 4 | -12 | -6

A different layout for some results above.
Nc1ccc(C(=O)OCC(=O)Nc2ccc3c(c2)OCO3)cc1[N+](=O)[O-]
- MIN6 prolif: 4
- SENP8 block-1: 31
- SENP8 block-2: -2
- HKDC1 inhibitor: -4
- UBC13 polyUb: -1
- SENP1 inh: -2
- SENP6 block: 6
- SENP7 inh: 6
- PfGluPho inh: 3
CCC(C)(C)NC(=O)CN(C(=O)CCC(=O)Nc1ccccn1)c1ccc(F)c(Cl)c1
- MIN6 prolif: -1
- SENP8 block-1: 7
- SENP8 block-2: -4
- HKDC1 inhibitor: -4
- UBC13 polyUb: -4
- SENP1 inh: 1
- SENP6 block: -9
- SENP7 inh: 5
- PfGluPho inh: 17

Later entries:
SMILES | MIN6 prolif | SENP8 block-1 | SENP8 block-2 | HKDC1 inhibitor | UBC13 polyUb | SENP1 inh | SENP6 block | SENP7 inh | PfGluPho inh
Cn1c(=O)c(=O)n(C)c2cc(S(=O)(=O)N3CCCC3C(=O)NCc3cccnc3)ccc21 (stereo not drawn) | -1 | -71 | -6 | -4 | -8 | 0 | 5 | -9 | 8
O=C(Cc1cc(=O)[nH][nH]1)N/N=C/c1cccc(Cl)c1Cl | -3&-4 | 22&23 | 1&-9 | -5&15 | -5&-8 | 1&1 | 6&-1 | 4&-1 | 5&-8
Clc1ccc(-n2c(SCc3nc4ccccc4[nH]3)nnc2-c2ccncc2)cc1 | 2 | -34 | -4 | 12 | -8 | -13 | 14 | -4 | -5
Cc1ccc(S(=O)(=O)/N=C(\N)c2ccc(Cl)cc2)cc1 | x | 16 | x | 4 | x | 2 | x | x | -2
COC(=O)c1sccc1NC(=S)N1CCN(c2ccccc2F)CC1 | 2 | 8 | -4 | 0 | 33 | 2 | 9 | 1 | -10
COC(=O)c1cc(-c2cccc(OC)c2)n[nH]1 | -2 | 16 | -11 | 2 | 10 | 0 | 16 | 6 | -11
NS(=O)(=O)c1ccc(NC(=S)NCc2ccccc2Cl)cc1 | 5.3* | 8 | 2 | -9 | 10 | 2 | -6 | 2 | 8
Cn1c(SCC(=O)NNC(=S)Nc2ccccc2)nnc1-c1ccccc1 | -4 | 4 | 8 | -8 | 2 | 1 | -4 | 3 | -1
CCCC[n+]1ccn(-c2nc3ccccc3nc2[N-]S(=O)(=O)c2cccs2)c1 | -2 | -440 | 5 | 1 | 5 | -135 | 1 | -2 | 3
COC(=O)C1C2CCC(C2)C1C(=O)OCC(=O)c1ccc(C)cc1 (stereo not drawn) | 2 | 6 | -3 | -1 | 6 | 3 | -20 | 6 | -6
C=C(C)c1cccc(C(C)(C)NC(=O)Nc2ccc(OC)nc2)c1 | -3 | 5 | -1 | 4 | -15 | -4 | -22 | 4 | -11
O=C(COC(=O)COc1ccc(Cl)cc1Cl)NC1CC1 | 0 | 2 | 2 | -8 | 19 | 6 | 4 | 13 | -7
N#Cc1ccc(C23CC4(C2)[C@H](CN(Cc2ccc(-c5ccccc5)cc2)[C@@H]4c2ccccc2)C3c2ccc(C(F)(F)F)cc2)cc1 (stereo partly drawn) | -6 | x | -8 | -4 | 0 | x | -10 | -11 | -10
O/C(=C\c1ccc2ccccc2n1)c1ccncc1 | -5 | -115 | 90* | -5 | -20 | -27 | 98* | 97* | 22
CCc1nnc(NC(=O)CSc2nc3ccccc3c(=O)n2CCCOC)s1 | 1 | 23 | -1 | 1 | 4 | -1 | -6 | 6 | -10
O=C(NC(=S)Nc1ccc(S(=O)(=O)Nc2nccs2)cc1)C1CC1 | 0 | 28 | 2 | -5 | -8 | 2 | 1 | 0 | -28
CC(CCc1ccccc1)NC(=O)CN1C(=O)NC2(CCCCC2C)C1=O (stereo not drawn) | 2 | 6 | 4 | 0 | -1 | -2 | -4 | 4 | -7
O=C(NNC(=O)c1csc(-c2cccnc2)n1)c1ccccc1 | -2 | 13 | -5 | 2 | -1 | 1 | 4 | 1 | 9
Cc1cc(C(=O)N=Nc2c(O)n(C(C)C)c3ccccc23)n[nH]1 | 0 | 18 | -9 | 40* | -17 | 0 | -18 | 8 | 23
CCc1cc(=O)[nH]c(SCC(=O)N2CCC(Cc3ccccc3)CC2)n1 | 1 | 13 | -9 | -2 | 2 | 2 | -8 | 9 | -15
COc1ccc(-c2nc(C=O)cs2)cc1 | -4 | -18 | -16 | -2 | 0 | -4 | 1 | 1 | -18
O=C(Nc1ccc(C(=O)O)cc1)Nc1cccc2ccccc12 | -5 | -74 | 17 | 1 | -4 | 2 | 58* | 34 | -4
CNc1ccc(SC#N)cc1 | -3 | 15 | -1 | 1 | -1 | 1 | 23 | 6 | 7
COC(=O)c1sc(NC(=S)NC(=O)c2ccccc2C)nc1C | -2 | 11 | 17 | 2 | 3 | -10 | 43 | 30 | -11
CN(C)S(=O)(=O)c1cccc(NC(=O)c2n[nH]c(=O)c3ccccc23)c1 | 2 | 12 | -11 | -5 | -12 | 1 | -24 | -1 | 11
O=C(CN1CCN(C(=O)CNC(=O)c2ccc3c(c2)OCO3)CC1)Nc1ccccc1Cl | 2 | 2 | -10 | -7 | 2 | 1 | -4 | -6 | 9
Cc1cccc2cc3c(NC(=O)c4ccccn4)nn(C)c3nc12 | -1 | i | 1 | -2 | -1 | -22 | 9 | 0 | -4
C/C(=N/NC(=S)Nc1ccccc1)c1ccc2c(c1)OCO2 | -5 | 13 | -7 | -16 | -6 | -1 | -35 | -2 | 18
C/C(=N\NC(=O)c1ccc(CN(C)S(=O)(=O)c2ccc(C)cc2)cc1)c1ccc(OC(F)F)cc1 | -2 | 26 | -9 | -4 | -9 | -1 | 2 | -7 | -13
COC(=O)C1=C(C)N(CCc2cc(OC)c(OC)c(OC)c2)C(=O)N[C@H]1c1ccccc1 | 5 | 26 | -4 | -4 | -3 | 0 | -2 | -7 | -3

Assay outcomes deposited in PubChem BioAssay by Sanford-Burnham Center for Chemical Genomics.
